D1 antag: Antagonist of Human D 1 Dopamine Receptor: qHTS. 360,000 compounds, 3.2% hits. activity change, negative = inhibition, % at 10 µM. AID 504652, 2011. D(1A) dopamine receptor (Homo sapiens), P21728. HEK293 TREx D1 cells, calcium flux, dopamine EC80; stronger effect = lower value; in the data active = activity change below about -30%; note: % is set by controls: 0 for no effect and ±100 for the full control effect
Target sequence (P21728 whole entry, looked up): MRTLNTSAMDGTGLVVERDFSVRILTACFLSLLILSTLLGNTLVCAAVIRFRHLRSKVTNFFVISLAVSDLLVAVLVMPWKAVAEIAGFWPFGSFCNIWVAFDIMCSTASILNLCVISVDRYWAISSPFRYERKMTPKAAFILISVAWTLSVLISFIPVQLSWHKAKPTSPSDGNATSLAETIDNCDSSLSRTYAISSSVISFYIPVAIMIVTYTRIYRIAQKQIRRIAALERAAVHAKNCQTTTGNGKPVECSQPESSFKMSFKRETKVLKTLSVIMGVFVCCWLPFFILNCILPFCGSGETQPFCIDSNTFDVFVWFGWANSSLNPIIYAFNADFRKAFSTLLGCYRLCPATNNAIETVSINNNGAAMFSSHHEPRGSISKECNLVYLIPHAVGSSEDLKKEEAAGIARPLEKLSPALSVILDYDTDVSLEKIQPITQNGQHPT
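Antagonism measured as reduced calcium response to an EC80 dopamine addition following 180 s compound pre-read; cells were inducible HEK293 Trex D1 plated overnight at 30 C, read kinetically at 1 cycle/sec.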
D1 agonist: Allosteric Agonists of the Human D1 Dopamine Receptor: qHTS; D(1A) dopamine receptor (Homo sapiens), P21728; HEK293 T-REx D1 cells, calcium flux, agonist mode; activation, % at 2 µM; 360,000 compounds, 1% hits; in the data active = activation above about 30%; note: 0% is about no effect
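Tetracycline-induced HEK293 TREx D1 cells, force-coupled to calcium signalling, were dye-loaded with a no-wash calcium kit. Compound was pin-added after a 10 s baseline. Fluorescence was read kinetically at 1 cycle/s for 180 s, with calcium rises flagged as agonism.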
Vif-A3F inh: qHTS for Inhibitors of Vif-A3F Interactions: qHTS; AID 602313, 2012; Potency, µM (highest dose often 46.1 µM), for the others: at the top dose activity, negative = active; 390,000 compounds, 0.2% hits; HeLa A3F-eYFP + Vif (tagged APOBEC3F with the HIV-1 protein that degrades it), YFP fluorescence increase; note: potency is the fitted concentration of half-maximal effect; % of control where 0% means no effect; nearly all actives have a fitted effect of over 65% in size
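Fluorescence increase (Ex 488/Em 500-530) after overnight compound treatment at 37 deg C flags inhibition of Vif-driven A3F-eYFP loss in stable HeLa A3F-eYFP/Vif cells seeded overnight beforehand.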
D1 potentiator: Potentiators of Human D1 Dopamine Receptor: qHTS. D(1A) dopamine receptor (Homo sapiens), P21728. HEK293 TREx D1 cells, calcium flux, dopamine EC20 potentiation. potentiation, % at 10 µM. 360,000 compounds, 0.036% hits. AID 504651, 2011; in the data active = potentiation above about 30%; note: 0% is about no effect
D2 PAM: HTS Assay for Positive Allosteric Modulators of the Human D2 Dopamine Receptor: Primary Screen for Potentiators; 340,000 compounds, 0.34% hits; HEK293 T-REx D2, calcium flux, EC20 dopamine potentiation; D(2) dopamine receptor (Homo sapiens), P14416; AID 485347, 2010; potentiation, % at 10 µM;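 active = potentiation over 3 SD above the plate norm, cut at about 30% in these data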; note: 0% is about no effect
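Potentiation of an EC20 dopamine calcium response measured kinetically over 180 s, after a preceding 180 s compound-only read flagging agonists. Cells: inducible Hek293 Trex D2 line, 4000/well, cultured overnight at 30 C before dye loading.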
Glioma ERSR ind: qHTS for Inducers of the Endoplasmic Reticulum Stress Response (ERSR) in Human Glioma: qHTS | U87-MG GRP78 promoter luciferase reporter, 16 h | 420,000 compounds, 0.02% hits | Potency, µM, for the others: top-dose activation, most hits filed as activators; note: potency is the fitted concentration of half-maximal effect; series mostly up to about 76 µM; % of control where 0% means no effect; nearly all actives have a fitted effect of over 35% in size
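Stably transfected U87-MG human glioma cells carrying a GRP78-based luminescent sensor were seeded at 1000 cells/well, pin-dosed with compounds and incubated 16 h. Luciferase reagent was then added, and end-point luminescence was read after 10 min at room temperature.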
RXFP1 antagonist: qHTS Assay for Antagonists of the Relaxin Receptor RXFP1 | HEK293-RXFP1, relaxin-stimulated cAMP HTRF, 30 min; stronger effect = lower value | AID 1259400, 2018 | 350,000 compounds, 0.59% hits | activity change, negative = inhibition, % at 57.5 µM;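 active = activity change of -60% or lower, but not beyond a set lower limit; inconclusive = change between -60% and -40%, or beyond the set limit; inactive = change above -40%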; note: % is set by controls: 0 for no effect and ±100 for the full control effect
RXFP1 agonist: qHTS Assay for Agonists of the Relaxin Receptor RXFP1. Relaxin receptor 1 (Homo sapiens), Q9HBX9. HEK293T-RXFP1 cAMP TR-FRET, 30 min; response scale: percent of porcine relaxin response, buffer zero. Potency, µM (series often up to 57.5 µM), for the others: at the top dose activation, most hits filed as activators. 370,000 compounds, 0.3% hits. AID 2676, 2010; note: potency is the fitted concentration of half-maximal effect; % is set by controls: 0 for no effect and ±100 for the full control effect; nearly all actives have a fitted effect of over 60% in size; many of its hits are not listed in these tables
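cAMP rise read by TR-FRET after 30 min, 37C compound exposure (up to 58 uM) in RXFP1-transfected HEK293 cells with Ro 20174 present. EC50 from Hill-equation fits, with 29 nM porcine relaxin as 100% and buffer as basal.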
Vif-APOBEC3G blk: qHTS for Inhibitors of Vif-A3G Interactions: qHTS | DNA dC->dU-editing enzyme APOBEC-3G (Homo sapiens), Q9HC16 | HeLa A3G-eYFP + Vif (tagged APOBEC3G with the HIV-1 protein that degrades it), YFP fluorescence, overnight | Potency, µM (doses to about 46.1 µM), for inactives: at the top dose activity, negative = active, actives largely listed as inhibitors | 410,000 compounds, 0.076% hits;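 note: potency is the fitted concentration of half-maximal effect; % is set by controls: 0 for no effect and ±100 for the full control effect; nearly all actives have a fitted effect of over 60% in size; hits raise eYFP signal because A3G escapes Vif-driven loss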
Target sequence (Q9HC16 whole entry, looked up): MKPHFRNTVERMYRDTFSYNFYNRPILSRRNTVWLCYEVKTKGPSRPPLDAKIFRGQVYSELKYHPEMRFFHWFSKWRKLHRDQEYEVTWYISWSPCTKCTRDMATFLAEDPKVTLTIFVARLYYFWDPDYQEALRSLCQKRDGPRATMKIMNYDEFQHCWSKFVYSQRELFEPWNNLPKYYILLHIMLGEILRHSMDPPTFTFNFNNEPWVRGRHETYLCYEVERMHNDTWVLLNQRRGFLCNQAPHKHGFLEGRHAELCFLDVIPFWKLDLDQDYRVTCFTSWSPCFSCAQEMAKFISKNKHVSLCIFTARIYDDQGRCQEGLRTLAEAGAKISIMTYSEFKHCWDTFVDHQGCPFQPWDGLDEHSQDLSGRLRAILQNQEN
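Read-out is eYFP fluorescence (Ex 488/Em 500-530) from Vif-expressing HeLa A3G-eYFP cells; more signal means A3G escaped Vif-mediated degradation. Cells plated overnight, compound pinned in, incubated overnight at 37 deg C.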
Numbers without * were called inactive; ? = inconclusive; / = no result given; & = joins results of further samples. Unless noted, calls come from the whole dose curve; as a rule, active = well fitted curve in the direction sought with a large enough effect; inconclusive = small, poorly fitted or top-dose-only effect, or another doubt; inactive = no such curve, though single readings can be large; an effect the other way counts as inactive or inconclusive. A portion of the library; count on the stated rates, not on these rows.

SMILES	D1 antag	D1 agonist	Vif-A3F inh	D1 potentiator	D2 PAM	Glioma ERSR ind	RXFP1 antagonist	RXFP1 agonist	Vif-APOBEC3G blk
COc1ccc(-c2cccc(C(=O)Nc3ccc(OC)c(OC)c3)c2)cc1	9	0	0%	-3	-3	-4%	3	-2.0%	4%
CCS(=O)(=O)c1ncc(N(Cc2ccccc2)Cc2ccco2)c(C(=O)Nc2cccc(Cl)c2C)n1	6	4	3%	-2	9	-3%	-3	2.3%	3%
Cc1c(Cl)cccc1NC(=O)CS(=O)(=O)c1ccccc1	2	3	-3%	-1	8	-1%	6	3.3%	-1%
CC1CNCCN1S(=O)(=O)c1cccc2cnccc12 (centres undefined)	-9&-11	2&-2	5%&-1%	-2&-2	-11&3	-5%&-5%&-6%&-6%&-5%	/	7.1%&0.4%	5%&0%
O=C(/C=C/c1ccc(F)cc1)NC(=S)N1CCN(Cc2ccccc2)CC1	7	-2	-9%	3	-9	-1%	-6	4.9%	0%
CC(C)C(NC(=O)c1ccco1)C(=O)NCC(c1ccco1)N(C)C (centres undefined)	1	1	1%	8	33*	-4%	-4	0.3%	1%
CCOc1ccc(N(CC(=O)N2CCN(c3ccccc3OC)CC2)S(=O)(=O)c2ccc(F)cc2)cc1	-6	-1	0%	-7	6	-3%	-11	-4.2%	4%
CCCCn1cnc2c(SCCc3ccccc3)nc(N)nc21	/	/	-1%	/	/	1%	-5	/	0%
Cc1cccn2c(=O)c3cc(C(=O)NC4CCCC4)sc3nc12	9	0	-26%	-1	-12	5%	-5	21%	-6%
Cc1ccc(-n2nnnc2-c2cccc(C)c2)cc1	-8	6	-12%	-11	-1	-2%	-15	-0.2%	-25%
CCO/C(C)=C1\C(=O)N(CC)c2ccccc21	-10	0	-5%	2	/	-1%	11	-0.6%	-3%
COc1ccccc1NC(=O)C1CCCN1C(=O)NCc1ccccc1 (centres undefined)	8	0	-14%	-6	-2	-5%	6	2.7%	1%
N#Cc1ccc(CC(=O)c2ccccc2)[nH]c1=O	/	/	-17%	/	/	1%	-18	/	-4%
Cc1c(Cl)ccc(S(=O)(=O)N2CCN(C)CC2)c1Cl	/	/	-6%	/	/	-3%	-2	/	-2%
Cc1ccc(NC(=O)CCCC(=O)O)c(-c2nc3ccccc3[nH]c2=O)c1	-3	1	-4%	1	-3	0%	0	1.4%	-1%
O=C(Cc1c[nH]c2ccccc12)Nc1nc2ccccc2[nH]1	-25	6	-1%	-14	2	5%	-12	1.7%	-5%
Clc1ccc(CN=C2Nc3ccccc3CS2)cc1	-3	2	-5%	-9	1	5%	8	5.3%	1%
Cc1ccc(C(=O)Nc2ccc3c(c2)CCC3)cc1S(=O)(=O)N1CCOCC1	-28	0	1%	-8	-13	3%	-2	-0.7%	-3%
COc1ccc(/C=C2/CCc3ccccc3C2=O)cc1OC	-2	6	9%	-1	16	3%	-15	0.4%	-17%
CCC(=O)N1CCc2cc(Br)cc(S(=O)(=O)N3CCN(C(=O)c4ccco4)CC3)c21	-14	0	4%	-12	-11	-4%	-1	-0.2%	0%
O=C(CCC(=O)Nc1ccccc1)N/N=C/c1ccc2c(c1)OCO2	-28	1	3%	-3	8	3%	0	-0.1%	-9%
CCOc1ccc(CCNC(=O)c2[nH]c(C)c(C(C)=O)c2C)cc1OCC	-1	2	3%	-4	-4	-5%	-3	0.0%	0%
CCN(C(=O)c1cn(C)c(=O)c2ccccc12)c1ccccc1F	-13	3	4%	-9	/	1%	-6	4.5%	0%
O=C(CCNC(=O)c1ccc(Br)cc1)Nc1nc2ccccc2[nH]1	9	1	-8%	9	11	0%	-8	1.4%	-1%
CCn1c(CN2c3ccccc3Sc3ccccc32)n[nH]c1=S	1	11	-2%	-3	2	1%	-29	-2.4%	-7%

The list continues:
SMILES	D1 antag	D1 agonist	Vif-A3F inh	D1 potentiator	D2 PAM	Glioma ERSR ind	RXFP1 antagonist	RXFP1 agonist	Vif-APOBEC3G blk
C#CCOCCOCCOCCNc1nc(N2CCN(C(=O)CCCCCCCCCCNC(=O)[C@@H](CCSC)n3cc(CCO)nn3)CC2)nc(N2CCN(C(=O)CCCCCCCCCCNC(=O)[C@H]([C@@H](C)CC)n3cc(CCCCCN)nn3)CC2)n1	-4	0	3%	0	-9	-12%	/	-0.2%	-30%
O=C(O)c1ccc(N2C(=O)CC(Cc3ccccc3)C2=O)cc1 (centres undefined)	-15	0	8%	17	-8	-7%	4	-1.1%	2%
Cc1ccc2nc(Cl)c3cc(C(=O)NC4CCCCC4)sc3c2c1	-18	-1	-9%	-1	-1	0%	-17	?	2%
Nc1cc(C(=O)O)ccc1N1CCCCC1	-9	0	2%	-4	3	-7%	-4	-1.5%	1%
CCOc1cccc(/C=C/c2ccc3cccc(O)c3n2)c1O	-9	0	20%	-1	0	-2%	3	1.1%	0%
COc1ccc(CSc2nnc3[nH]c(=O)cc(N)n23)cc1	-10	-3	-5%	-6	0	2%	9	2.3%	-4%
CCOc1ccc(-c2cnc3ccccc3n2)cc1	-16	2	2%	0	-2	-13%	-2	0.6%	-4%
O=C(NCCNc1ccc([N+](=O)[O-])cc1)c1ccco1	-16	0	-8%	-3	1	2%	-17	-0.3%	0%
COc1cccc(C2CC(c3cccs3)=NN2C(=O)c2ccco2)c1O (centres undefined)	-27	20	-11%	0	/	-1%	?	1.7%	-10%
O=C(CN1CCCc2ccccc21)NCc1ccccc1Cl	9	2	-16%	0	4	-2%	10	-0.6%	-1%
COc1cc(C2N(c3ccc(Cl)c(Cl)c3)C(=O)C3CCCN32)cc(OC)c1OC (centres undefined)	-4	4	-1%	-3	-4	2%	-11	0.9%	1%
CCOc1ccc2[nH]c(=O)c(CN(CCO)C(=O)c3ccccc3F)cc2c1	-28	1	-3%	-3	1	-1%	6	0.3%	1%
COC(=O)Cc1cc(=O)oc2cc(O)ccc12	-4	0	3%	-2	1	-1%	5	22%	-5%
O=C(COC(=O)C1CCN(c2ccc(C(F)(F)F)cn2)CC1)NCCc1ccccc1	-10	4	-43%	-8	1	-2%	-15	-0.8%	-1%
CCOC(=O)N1CCC2(CC1)C(C#N)=C(N)OC1=C2C(=O)CC(C)(C)C1	3	4	4%	-10	/	-2%	-5	3.2%	3%
Cc1cc(C)cc(NC(=O)C2CCN(S(=O)(=O)c3c(C)n[nH]c3C)CC2)c1	-77*	0	0%	-18	-10	-4%	-4	0.9%	0%
COc1ccccc1N(CC(=O)N1CCCC1)S(=O)(=O)c1ccc(C)cc1	29	3	-28%	0	/	-3%	-6	0.5%	-2%
CN1C(C(=O)Nc2ccccn2)=C(O)c2sc(Cl)cc2S1(=O)=O	1	3	0%	-2	-10	-2%	/	0.1%	-1%
Nc1cc(=O)[nH]c(SCc2ccc(Cl)cc2Cl)n1	-8	11	5%	2	/	-2%	-5	0.2%	0%
COc1cc(C(=O)NCC(=O)NCCCSc2ccccc2)cc(OC)c1OC	8	0	-5%	0	-6	-2%	1	1.5%	0%
CCCCCNCc1ccc(Cl)cc1	-14	4	2%	2	-5	-7%	1	2.9%	-3%
COc1ccc(C2=Nc3ccc(F)cc3NC(c3cccc(C(F)(F)F)c3)=N2)cc1	-1	3	/	3	4	/	-11	-0.6%	/
COC(=O)N/N=C/c1ccc(OC(=O)/C=C/c2ccco2)cc1	-9	1	9%	6	11	-1%	-38	-0.4%	7%
Cc1nn(C)c(C)c1S(=O)(=O)NC1CCCC1	6	1	-6%	1	8	-5%	3	1.6%	0%
[O-]/[N+](=C\c1ccncc1)c1ccc(Br)cc1	8	1	-2%	-2	/	9%	6	0.2%	3%

Next results follow:
SMILES	D1 antag	D1 agonist	Vif-A3F inh	D1 potentiator	D2 PAM	Glioma ERSR ind	RXFP1 antagonist	RXFP1 agonist	Vif-APOBEC3G blk
CC1=CC2=NC(=O)/C(=C/c3coc4ccccc4c3=O)C(=N)N2O1	1	227*	?	-1	2	10%	-9	2.1%	-18%
O=C(NC(=O)c1ccccc1N1CCCCC1)Nc1ccc(Br)cc1	-16	1	-1%	-3	-3	-3%	4	-0.2%	-2%
Fc1cccc2sc(N3CCCCC3)nc12	-12	1	-12%	-5	1	3%	/	0.6%	2%
COc1ccccc1C(=O)NCCC(=O)NC(C)CCc1ccccc1 (centres undefined)	-3	3	0%	-13	6	-2%	-11	0.6%	0%
COc1cccc(Nc2nc(-c3sc(N)nc3C)cs2)c1	2	2	2%	0	-8	7%	-3	-0.2%	1%
COc1ccccc1N1CCN(Cc2nc3ccsc3c(=O)[nH]2)CC1	-5	1	-11%	1	-14	-4%	-6	3.8%	-2%
Cc1nonc1OCCNCc1c(C(=O)N2CCCCCCC2)nc2ccc(Cl)cn12	6	4	-12%	-4	12	-4%	9	-0.9%	-1%
O=C(COC(=O)CCCNC(=O)c1ccc(Cl)cc1)Nc1ccc(Br)cc1	-16	3	10%	-4	7	-3%	6	-0.1%	0%
COC(=O)c1ccc2c(c1)C(C)(C)C(/C=C/c1ccccc1O)=[N+]2C	0	-1	?	-5	30	?	?	-3.4%	?
CCOC(=O)c1cnc(SCC(=O)N2CCN(C(=O)c3ccco3)CC2)nc1N	8	1	-1%	-1	-5	-4%	-3	-1.5%	-3%
CN1CCN(S(=O)(=O)c2ccc3[nH]c(=O)oc3c2)CC1	17	2	0%	-5	-6	-2%	2	2.7%	-2%

D1 agonist, entries above that show a hit
| SMILES | D1 antag | D1 agonist | D1 potentiator | D2 PAM | RXFP1 antagonist | RXFP1 agonist | Vif-APOBEC3G blk |
| --- | --- | --- | --- | --- | --- | --- | --- |
| CC1=CC2=NC(=O)/C(=C/c3coc4ccccc4c3=O)C(=N)N2O1 | 1 | 227* | -1 | 2 | -9 | 2.1% | -18% |
